LDHA inh = qHTS assay for inhibitors of human lactate dehydrogenase; L-lactate dehydrogenase A chain (Homo sapiens), P00338; purified LDHA, NADH/diaphorase-resazurin fluorescence; active compounds read low; activity change, % (values are at about 110 or 230 µM); 480,000 tested, 0.15% active; AID 1347041, 2019; in the data active = activity change below about -30%; inconclusive = mostly about -25% to -30%;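 note: plate controls were DMSO wells for no effect and wells without enzyme for full effect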
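Remaining NADH was detected by diaphorase (0.133 mg/mL) converting 37 µM resazurin to fluorescent resorufin, read at 0 and 20 minutes. The preceding 5-minute room-temperature reaction used 2 nM LDHA, 0.2 mM sodium pyruvate and 0.06 mM NADH at pH 7.4.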
Vif-APOBEC3G blk = qHTS for Inhibitors of Vif-A3G Interactions: qHTS | DNA dC->dU-editing enzyme APOBEC-3G (Homo sapiens), Q9HC16 | HeLa A3G-eYFP + Vif (tagged APOBEC3G with the HIV-1 protein that degrades it), YFP fluorescence, overnight | Potency, µM (top dose mostly 46.1 µM), for inactives: at the highest dose activity, negative = active, hits mostly inhibitors | 410,000 tested, 0.076% active | AID 602310, 2012;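 note: potency is the fitted concentration of half-maximal effect; % is set by controls: 0 for no effect and ±100 for the full control effect; nearly all actives have a fitted effect of over 60% in size; hits raise eYFP signal because A3G escapes Vif-driven loss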
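HeLa cells stably expressing Vif and C-terminally eYFP-tagged A3G, seeded overnight at 37 deg C, then exposed to compound by pintool overnight at 37 deg C. Rise in yellow fluorescence (Ex 488/Em 500-530, Acumen) marks blocked Vif-driven A3G degradation.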
IDH1 R132H inh = qHTS for Inhibitors of mutant isocitrate dehydrogenase 1 (IDH1): qHTS; Potency, µM (highest dose often 76.6 µM), for the others: at the top dose activity change, negative = inhibition, actives largely listed as inhibitors; Isocitrate dehydrogenase [NADP] cytoplasmic (Homo sapiens), O75874; 390,000 tested, 0.093% active; AID 602179, 2012; IDH1-R132H enzyme, NADPH consumption, diaphorase/resazurin fluorescence; note: potency is the fitted concentration of half-maximal effect; % is set by controls: 0 for no effect and ±100 for the full control effect; nearly all actives have a fitted effect of over 65% in size
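IDH1-R132H (0.5 ug/mL dispensed) in pH 7.5 Tris buffer was preincubated 30 min with compound, then given a substrate mix of 0.016 mM NADPH and 2 mM alpha-KG for 80 min at room temperature; remaining NADPH was read by diaphorase/resazurin fluorescence.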
RXFP1 ag = qHTS Assay for Agonists of the Relaxin Receptor RXFP1 | Potency, µM (series often up to 57.5 µM), without a hit: at the top dose activation, actives largely listed as activators | HEK293T-RXFP1 cAMP TR-FRET, 30 min; response scale: percent of porcine relaxin response, buffer zero | 370,000 tested, 0.3% active; note: potency is the fitted concentration of half-maximal effect; % is set by controls: 0 for no effect and ±100 for the full control effect; nearly all actives have a fitted effect of over 60% in size; many of its hits are not listed in these tables
Target sequence (Q9HBX9 whole entry, looked up): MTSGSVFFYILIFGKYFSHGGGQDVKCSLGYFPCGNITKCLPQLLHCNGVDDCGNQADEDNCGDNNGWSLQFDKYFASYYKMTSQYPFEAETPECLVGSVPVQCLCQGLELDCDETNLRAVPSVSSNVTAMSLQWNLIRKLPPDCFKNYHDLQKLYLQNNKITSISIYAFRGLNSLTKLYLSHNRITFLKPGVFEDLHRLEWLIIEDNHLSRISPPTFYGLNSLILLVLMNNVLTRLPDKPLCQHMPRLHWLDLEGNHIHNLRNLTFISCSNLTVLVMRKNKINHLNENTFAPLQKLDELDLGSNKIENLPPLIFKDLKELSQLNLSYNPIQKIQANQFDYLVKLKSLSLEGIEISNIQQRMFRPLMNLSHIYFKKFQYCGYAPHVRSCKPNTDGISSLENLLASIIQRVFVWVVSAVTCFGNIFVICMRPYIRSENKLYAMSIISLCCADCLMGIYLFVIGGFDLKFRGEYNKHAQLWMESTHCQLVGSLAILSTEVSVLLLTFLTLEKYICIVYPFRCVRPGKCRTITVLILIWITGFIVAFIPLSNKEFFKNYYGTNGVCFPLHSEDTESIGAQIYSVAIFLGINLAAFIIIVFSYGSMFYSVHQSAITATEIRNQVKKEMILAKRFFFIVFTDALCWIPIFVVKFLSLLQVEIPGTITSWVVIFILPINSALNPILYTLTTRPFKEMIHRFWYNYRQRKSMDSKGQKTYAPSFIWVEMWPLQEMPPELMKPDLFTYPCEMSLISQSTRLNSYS
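cAMP rise read by TR-FRET after 30 min, 37C compound exposure (up to 58 uM) in RXFP1-transfected HEK293 cells with Ro 20174 present. EC50 from Hill-equation fits, with 29 nM porcine relaxin as 100% and buffer as basal.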
Glioma ERSR ind = qHTS for Inducers of the Endoplasmic Reticulum Stress Response (ERSR) in Human Glioma: qHTS | U87-MG GRP78 promoter luciferase reporter, 16 h | Potency, µM, inactives show at the highest dose activation, hits mostly activators | 420,000 tested, 0.02% active | AID 602332, 2012; note: potency is the fitted concentration of half-maximal effect; series mostly up to about 76 µM; % of control where 0% means no effect; nearly all actives have a fitted effect of over 35% in size
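Stably transfected U87-MG human glioma cells carrying a GRP78-based luminescent sensor were seeded at 1000 cells/well, pin-dosed with compounds and incubated 16 h. Luciferase reagent was then added, and end-point luminescence was read after 10 min at room temperature.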
TrxR1 substrate = qHTS Assay for Substrates of Mammalian Selenoprotein Thioredoxin Reductase 1 (TrxR1): qHTS; Thioredoxin reductase 1, cytoplasmic (Rattus norvegicus), O89049; purified TrxR1 substrate turnover, NADPH consumption readout; Potency, µM (doses to about 114 µM), for inactives: at the top dose activity change, negative = substrate turnover; 390,000 tested, 0.01% active; note: potency is the fitted concentration of half-maximal effect; % is set by controls: 0 for no effect and ±100 for the full control effect; nearly all actives have a fitted effect of over 50% in size
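Rat TrxR1, dispensed at 90 nM, was prereduced with 400 uM NADPH (final) for 5 min at ~22 deg C, then incubated with compound 15 min before 400 uM selenite. A first-read NADPH fluorescence drop versus no-compound background flagged substrates.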
Vif-A3F inh = qHTS for Inhibitors of Vif-A3F Interactions: qHTS | HeLa A3F-eYFP + Vif (tagged APOBEC3F with the HIV-1 protein that degrades it), YFP fluorescence increase | Potency, µM (top dose mostly 46.1 µM), without a hit: at the top dose activity, negative = active | 390,000 tested, 0.2% active | AID 602313, 2012; note: potency is the fitted concentration of half-maximal effect; % of control where 0% means no effect; nearly all actives have a fitted effect of over 65% in size
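HeLa cells stably expressing A3F-eYFP plus Vif, plated and incubated overnight at 37 deg C, then exposed to compounds overnight at 37 deg C. Blocked degradation read as raised yellow fluorescence (Ex 488/Em 500-530).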
USP1 inh = Inhibitors of USP1/UAF1: Primary Screen. 390,000 tested, 0.23% active. AID 743255, 2014. Potency, µM (series often up to 57.1 µM), without a hit: top-dose activity change, negative = inhibition, usual class: inhibitors. Ubiquitin carboxyl-terminal hydrolase 1 (Homo sapiens), O94782. recombinant USP1/UAF1, Ub-Rhodamine cleavage fluorescence; note: potency is the fitted concentration of half-maximal effect; % is set by controls: 0 for no effect and ±100 for the full control effect; nearly all actives have a fitted effect of over 60% in size; inactives centre near -12
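Step one: compound is pinned into 1nM USP1/UAF1 in HEPES pH 7.8 buffer with TCEP. Step two: 15 min room-temperature incubation. Step three: Ub-Rho (150nM final) starts cleavage, tracked by fluorescence over six one-minute reads.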
PI4K2A inh = qHTS for small molecular inhibitors of PI4K2A; Phosphatidylinositol 4-kinase type 2-alpha (Homo sapiens), Q9BTU6; purified PI4K2A, ADP-Glo luminescence, 1 h; active compounds read low; activity change, negative = inhibition, % at 76.9 µM; 420,000 tested, 0.13% active; AID 1346378, 2018; in the data active = activity change below about -50%; inconclusive = mostly about -30% to -49%;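 note: -100% = wells without enzyme as full effect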
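In this quantitative HTS, ADP production by PI4K2A was quantified luminescently after 1 h at ambient temperature; 100 microM adenosine served as plate-quality control.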
* = called active by the depositor; ? = inconclusive; . = no result given; [ ] = another dose, or the depositor's remark. Unless noted, calls come from the whole dose curve; as a rule, active = well fitted curve in the direction sought with a large enough effect; inconclusive = small, poorly fitted or top-dose-only effect, or another doubt; inactive = no such curve, though single readings can be large; an effect the other way counts as inactive or inconclusive.

SMILES,USP1 inh,IDH1 R132H inh,RXFP1 ag,Vif-A3F inh,TrxR1 substrate,Vif-APOBEC3G blk,LDHA inh,Glioma ERSR ind,PI4K2A inh
COC(=O)CCN(C(=O)c1ccc(N2CCCC2)c([N+](=O)[O-])c1)c1ccccn1,-9%,22%,-0.7%,-7%,-15%,-9%,-2,-4%,-2
COc1cc(NC(=O)Cc2ccccc2)c(C(=O)O)cc1OC,-18%,3%,-2.3%,10%,4%[57.1 µM],-2%,-3,19%,1
CCNc1nc(NCC)nc(-n2nc(C)cc2C)n1,-20%,-3%,0.0%,-3%,4%,-8%,2,-3%,0
Cc1csc2c(N3CCN(C(=O)Nc4ccc(Cl)c(Cl)c4)CC3)ncnc12,-28%,6%,7.6%,-30%,2%,-1%,-2,-5%,9
NS(=O)(=O)c1ccc(NCc2ccccc2OCc2ccccc2F)cc1,-14%,0%,1.3%,2%,8%,1%,-5,1%,-4
Cn1c(-c2ccc3c(c2)OCO3)cnc1NCc1ccccc1,-17%,-4%,-0.2%,-6%,6%[57.1 µM],-30%,-13,4%,9
CCCCN=C1NN=C(c2cccc([N+](=O)[O-])c2)CS1,-26%,9%,-2.4%,0%,-6%,-11%,1,6%,4
CC(=O)n1cc(-c2ccncc2)c2ccccc21,-12%,-1%,1.3%,3%,4%,2%,6,-1%,-1
CCCn1c(=N)n(CC(=O)OCC)c2ccccc21,-1%,0%,-1.8%,-1%,7%[57.1 µM],0%,3,-2%,-1
COc1ccc(C(=O)Oc2ccc(/C=N/NC(=O)Cc3ccc([N+](=O)[O-])cc3)cc2)cc1,-17%,3%,-2.0%,-9%,-5%,0%,2,-5%,-3
Cn1c(SCC(=O)Nc2ccc(Br)cc2F)nnc1-c1ccco1,2%,0%,1.0%,16%,-11%,0%,-7,-1%,-1
O=C(C1COc2ccccc2O1)N1CCc2ccccc21 (configuration not stated),6%,1%,-0.9%,-6%,8%,-2%,-5,4%,-3
O=c1[nH]c(=O)c2nnc(N/N=C/c3ccccc3F)nc2[nH]1,-4%,-5%,3.0%,5%,-14%,2%,-1,-2%,0
CCCCCOc1ccccc1CN1C(=O)C(=O)c2cc(C)ccc21,-29%,-6%,1.0%,8%,4%,-1%,-4,-4%,23
CCNS(=O)(=O)c1cc(OC)ccc1OC,-23%,-3%,1.9%,-5%,4%,-1%,0,0%,0
CCOP(=O)(c1ccccc1)c1nc(-c2ccccc2Cl)oc1N1CCCCC1 (configuration not stated),-27%,-6%,3.5%,5%,27%,0%,-2,?,2
CCOC(=O)C1CCN(Cc2nc3ccc([N+](=O)[O-])cc3c(=O)n2-c2ccc(OC)cc2OC)CC1,-23%,-3%,1.5%,-13%,-3%,1%,0,-2%,0
CC(C(=O)OCC(=O)Nc1cccc(S(=O)(=O)N(C)C)c1)N1C(=O)c2ccccc2C1=O (configuration not stated),-27%,-3%,-0.2%,-4%,-2%,1%,-7,0%,0
CC1CCC(NC(=O)c2ccc3nc[nH]c3c2)CC1 (configuration not stated),2%,-6%,2.7%,0%,0%,2%,5,3%,-2
CC(C)n1c(/C=C/c2ccccc2)nc2ccccc21,-27%,5%,1.3%,-41%,37%[activator][57.1 µM],-6%,-4,6%,-5
O=Cc1cccn1-c1sc2c(c1C(=O)O)CCCC2,7%,0%,1.7%,-1%,0%,0%,-5,-4%,-3
CN(Cc1ccccc1)C(=O)c1cc2c(s1)-c1ccc(Cl)cc1SC2,-15%,-7%,2.4%,0%,14%,1%,-2,0%,-5
COc1ccccc1-c1noc(-c2ccc(N(C)Cc3ccccc3)c([N+](=O)[O-])c2)n1,-6%,0%,-0.4%,5%,0%,2%,-4,-1%,-5
CSCCC(NC(=O)C1CCC(C)CC1)C(=O)OCC(=O)c1ccc(Cl)cc1 (configuration not stated),-1%,1%,0.0%,-9%,5%[57.1 µM],0%,0,-2%,9
O=C(NCCc1ccccc1)c1cccc2c1C(=O)N(C1CCCCC1)C2,-14%,0%,-3.0%,-8%,-5%,-1%,-3,-3%,-2
COc1cc(OC)cc(C(=O)NC(C(=O)NNC(=O)CN(C)S(=O)(=O)c2ccc(C)cc2)C(C)C)c1 (configuration not stated),-25%,4%,.,-12%,7%,1%,-1,-2%,3
CN(CC(=O)Nc1ccc(Cl)c(C(F)(F)F)c1)C(=O)CCCNC(=O)c1ccc(Cl)cc1,-31%,-5%,2.4%,0%,-11%,-1%,1,10%,3
Nc1ccc2oc(-c3ccccn3)nc2c1,-5%,5%,1.7%,.,-4%,0%,16,-5%,-10
COc1ccccc1NC(=O)C1=C(C)Nc2nc(SCc3ccccc3)nn2C1c1cccc(O)c1 (configuration not stated),-21%,-5%,-4.5%,-2%,-3%,-4%,-3,-5%,-1
S=C(NCCN1CCCCC1)Nc1ccc(Br)cc1,2%,-3%,-4.4%,2%,2%,1%,-14,1%,4
Cc1onc(-c2ccccc2)c1C(=O)OCC(=O)NCc1ccc(F)cc1,-24%,-3%,-4.2%,12%,3%[57.1 µM],0%,-8,-5%,4
CCC(=O)N1c2ccccc2CC1C(=O)NCc1cccc(OC)c1OC (configuration not stated),-7%,-9%,3.4%,-2%,-1%[57.1 µM],-1%,-1,-4%,3
O=C(CN1CCN(CC(=O)Nc2cccc(F)c2)CC1)Nc1ccc(-c2ccccc2)cc1,-10%,-7%,-0.9%,11%,1%,-1%,-2,0%,-4
Cc1cc(NCCN2CCOCC2)n2nc(C)c(-c3ccccc3)c2n1,-14%,7%,0.0%,1%,-7%,-2%,-6,4%,-4
CCN(c1ccccc1)S(=O)(=O)c1ccc(N2CCN(c3ccccc3O)CC2)nc1,-5%,-4%,-0.6%,-6%,-1%,5%,4,1%,1
COc1ccc(C(=O)Nc2cccc3nc(C)ccc23)cc1OC,-8%,-8%,-2.3%,0%,0%,-1%,-1,-1%,0
COc1cc(NC(=O)CSc2nnc3c(C)cc4c(C)ccc(C)c4n23)c(C(=O)O)cc1OC,5%,5%,2.1%,-12%,-5%[57.1 µM],0%,0,-2%,-3
O=C(NCC1CCCO1)c1c[nH]c2ccc(S(=O)(=O)Nc3ccc(F)cc3F)cc2c1=O (configuration not stated),-14%,-2%,0.5%,2%,-5%,0%,7,-3%,-5
COc1cccc(/C=N/NC(=O)c2ccc3nc[nH]c3c2)c1,-8%,6%,2.2%,12%,-10%,-5%,-8,3%,-5
COCc1cc(C)c2c(N)c(C#N)sc2n1,-21%,6%,8.8%,0%,19%[57.1 µM],-4%,-8,-6%,2
O=C(Nc1cccnc1)c1cccc(NC(=O)c2ccco2)c1,-5%,1%,0.5%,-4%,3%,0%,-6,-1%,8
O=C(Nc1cc(S(=O)(=O)N2CCOCC2)ccc1N1CCCC1)C1CC1,-4%,-2%,-0.6%,1%,-8%,4%,-3,-5%,-4
CC(=O)OCC(=O)Nc1ccc([N+](=O)[O-])cc1Cl,-11%,-4%,0.2%,-8%,-11%,1%,1,0%,-1
CCC(=O)C1=C(c2cccc(OC)c2)N(C(=O)CC)n2c(nnc2C2CCCCC2)S1,-11%,-13%,1.2%,0%,3%[57.1 µM],6%,7,-1%,13
O=C(Cn1c(=O)n(-c2ccc(Cl)cc2)c(=O)c2oc3ccccc3c21)Nc1ccccc1,-18%,-1%,17%,-3%,3%,4%,-2,-1%,-1
CCc1cc(=O)oc2cc(OS(C)(=O)=O)ccc12,-6%,0%,.,-11%,32%,-1%,-4,-4%,1
COC(=O)c1ccccc1NC(=O)C1CCCN(S(=O)(=O)c2ccc(OC)cc2)C1 (configuration not stated),-17%,0%,-0.4%,2%,-3%[57.1 µM],-3%,-2,-5%,-14
CC(C)Nc1nc(NCCN2CCNC2=O)c2sccc2n1,.,.,.,.,.,-4%,-2,-4%,0
COc1ccc(OC)c(C(=O)CC2OC(=O)c3ccccc32)c1 (configuration not stated),-16%,6%,0.1%,2%,-5%,-21%,-3,?,-3

Reformatted as labelled records: 2 of the compounds above
O=C(Cn1c(=O)n(-c2ccc(Cl)cc2)c(=O)c2oc3ccccc3c21)Nc1ccccc1
- USP1 inh = -18%
- IDH1 R132H inh = -1%
- RXFP1 ag = 17%
- Vif-A3F inh = -3%
- TrxR1 substrate = 3%
- Vif-APOBEC3G blk = 4%
- LDHA inh = -2
- Glioma ERSR ind = -1%
- PI4K2A inh = -1

CCc1cc(=O)oc2cc(OS(C)(=O)=O)ccc12
- USP1 inh = -6%
- IDH1 R132H inh = 0%
- RXFP1 ag = .
- Vif-A3F inh = -11%
- TrxR1 substrate = 32%
- Vif-APOBEC3G blk = -1%
- LDHA inh = -4
- Glioma ERSR ind = -4%
- PI4K2A inh = 1

Some of the compounds tested. The share of hits here may be higher or lower than overall.
